High-throughput results (PubChem BioAssay)
EBV gp42 inh – inhibitors of Epstein-Barr virus glycoprotein 42; Fluorescence polarization binding assay, mP read-out; AID 1085; inhibition, % (tested at 21.74 µM); 0.42% of 220,000 active; in the data active means inhibition above about 50%
thrombin 1536 – inhibitors of human thrombin | P00734 | alpha-thrombin, Boc-VPR-AMC fluorogenic substrate cleavage | inhibition, % at 5 µM | 0.26% of 220,000 active | AID 1046;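 active means inhibition at or above 40%; inactive means inhibition below 40%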;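 further: 0% = enzyme with no compound and 100% = wells without enzyme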
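Assay system: human alpha-thrombin enzyme. Reagent: Boc-VPR-AMC substrate, 15 µM final. Compound dosing: one concentration per compound, 5 µM, with 0.2% DMSO. Incubation: room-temperature reaction. Technique: AMC fluorescence, 355/460 nm. Measure: % inhibition relative to enzyme controls and enzyme-free blanks.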
Furin inh – human furin inhibition | purified furin, fluorogenic substrate cleavage | inhibition, % at 30 µM | 0.061% of 220,000 active | AID 463115; in the data active means inhibition above about 25%; further: inactives centre near -15
14-3-3 Bad inh – disrupts binding of bovine 14-3-3 zeta to phospho-Bad peptide. 0.71% of 220,000 active. TR-FRET 14-3-3zeta/Dy647-pBad peptide displacement, 1 h. inhibition, % at 21.7 µM;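 active means inhibition above about 70%, limit read from the data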;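 further: 0% = full 14-3-3 plus peptide FRET controls and 100% = background without 14-3-3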
eIF4E 4G PPI – eIF4E/eIF4G interaction inhibition in translation initiation | TR-FRET eIF4E-eIF4GI(517-606) binding, 2 h | inhibition, % at 21.7 µM | 0.37% of 220,000 active;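 further: 0% = full FRET control wells and 100% = background wells lacking eIF4GI fragment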
KLK5 inh – kallikrein 5 (human) inhibition; inhibition, % at 5 µM; recombinant hK5, fluorogenic AMC substrate cleavage; AID 873; 0.59% of 210,000 active;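 active means inhibition of 40% or more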;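 further: 0% = enzyme controls without compound and 100% = no-enzyme blanks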
Rad51 HR inh – blocks human Rad51 in homologous recombination; 0.085% of 200,000 active; inhibition, % at 10 µM; Q06609; hRad51 DNA strand exchange, fluorescence dequenching;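 active means inhibition above 40% at the single screening dose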;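 further: 0% = DMSO control wells and 100% = blanks with heterologous ssDNA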
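Test system: preformed human Rad51 ssDNA filaments; also added: Donor/quencher-labelled 47-bp dsDNA substrate; doses: 10 µM final, single point; times: 37 °C 15-min filament assembly, 30-min compound preincubation, 15-min exchange; detection: FRET fluorescence dequenching, excitation 485 nm, emission 520 nm; read-out basis: Fluorescence-based percent inhibition, control- and blank-normalised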
p47phox inh – blocks human p47phox regulatory protein of NADPH oxidases. p47phox/p22phox peptide binding, fluorescence polarization, 2 h. 0.53% of 220,000 active. AID 1274. inhibition, % at 24.7 µM. P14598;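 further: 0% = p47phox with labelled peptide and 100% = labelled peptide alone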
KCC2 mod – modulates chloride dependent transport by human KCC2; B-score of Tl+ flux slope (higher = more flux/activation; lower = inhibition) at 10 µM; AID 1456; KCC2 cells, thallium flux FluoZin-2 fluorescence; Q9H2X9; 2.2% of 190,000 active;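 active means thallium flux slope and its plate-corrected score both differing from the plate sample mean at a set confidence after two filtering rounds, in either direction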;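 further: slope of fluorescence scaled to starting intensity during 10 to 20 s after thallium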
The depositor's hits bear a star; · = not tested or not shown; [ ] = another dose, or the depositor's remark.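 How the source made its calls, unless noted: active means inhibition above about 30% (limit read from the data); inactive means the rest.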 An unsorted share of the library (roughly 4.7% active in at least one column).

SMILES	EBV gp42 inh	thrombin 1536	Furin inh	14-3-3 Bad inh	eIF4E 4G PPI	KLK5 inh	Rad51 HR inh	p47phox inh	KCC2 mod
Cn1c(=O)c2cc3ccccc3nc2n(C)c1=O	-8	-2	-33	-3	-4	-2	7	3	0.06
c1ccc(Cn2c(SCc3nc4ccccc4s3)nnc2-c2ccco2)cc1	-12	4	-4[20 µM]	5	4	-13	-8	-22	-3.4*
Cc1ccc([N+](=O)[O-])cc1S(=O)(=O)N1CCNCC1	-7	5	-17	-3	-2	-2	22	-2	0.011
CCO[C@@H]1OC(C(=O)N2CCN(Cc3ccc4c(c3)OCO4)CC2)=C[C@H](c2coc3ccccc3c2=O)[C@H]1CCCO	-3	1	-35	-1	-1	2	2	4	-0.4
COc1cc(C(=S)N2CCOCC2)cc(OC)c1OC(=O)Cc1ccc(F)cc1	-21	-5	-12	0[fluorescence artefact?]	1[fluorescence artefact?]	-15	-1	-9	-4.3*
CCCc1c(O)nc(SCCN(CC)CC)[nH]c1=O	3	-12	-19[20 µM]	-17[fluorescence artefact?]	-9	-16	-2	-7	·
COc1ccc(C)cc1S(=O)(=O)Nc1ccc(F)cc1	-6	2	-17[20 µM]	14	0	-6	3	3	0.039
COC(=O)c1c(C)oc(C)c1S(=O)(=O)NC(C)(C)C	-6	-7	-18	-8	-1	-3	10	-7	-0.66
Cc1ccc(N=Cc2ccc[nH]2)c(O)c1	0	0	-25[20 µM]	4	-3[fluorescence artefact?]	15	3	-14	0.75
OCCCc1ccc(O)c(O)c1	-13	-2	-8	1	4	-3	3	-4	1.1
Cc1cccc(NC(=O)COC(=O)Cc2c[nH]c3ccccc23)c1C	-15	-1	-21	6	2[fluorescence artefact?]	-11	·	-5	-1.2
CC(=O)Nc1ccccc1Oc1ccccc1	-7	2	-11	-10	-3	-23	15	9	0.57
O=C(CN1CCOCC1)Nc1nc2ccc(F)cc2s1	-4	-2	-2[20 µM]	-4[fluorescence artefact?]	-7	5	-1	-10	0.61
O=c1c2c(-c3ccc([N+](=O)[O-])cc3)csc2nc2n1CCC2	-3	-3	-13[20 µM]	16[fluorescence artefact?]	-1	-4	-1	8	0.34
CC(C)c1ccc(NC(=O)Cc2cn(C)c3ccccc23)cc1	-12	0	-10	2	-1	-22	2	-5	1.5
COc1ccc(-c2noc(CN3CCC(Cc4ccccc4)CC3)n2)cc1	-19	-5	-4[20 µM]	-4	-1	-13	·	-11	-0.85
O=C(CN1CCOCC1)N1N=C(c2cccs2)CC1c1cccs1 (stereo not drawn)	-4	-18	-20	-11	-1	-4	-6	1	-0.94
CN(Cc1ccccc1Cl)C(=O)c1cnccc1C(F)(F)F	-3	-6	-5	0	9	4	-8	11	-0.44
O=C(O)c1cc(C(=O)C2CC2)c[nH]1	1	-2	-21	-5	-1	-9	-2	-2	0.34
CC(C)C(c1nnnn1C1CCCCC1)N1CCc2ccccc2C1 (stereo not drawn)	-30	1	-16[20 µM]	-8[fluorescence artefact?]	4	-4	3	-9	·
COc1cccc(C(c2sc3ncnn3c2O)N2CCN(C(=O)c3ccco3)CC2)c1 (stereo not drawn)	-20	0	-21	9	2	0	-6	-11	1.4
CC(C)CCSc1nc2[nH]ncc2c(=O)[nH]1	10	-10	-23	-1	-4	-9	12	-3	-0.054
COC(=O)C1CCN(Cc2cn(Cc3ccccc3)nc2-c2cc3ccccc3o2)CC1	10	-11	-18	12	-2	-1	-1	-26	0.35
COC(=O)/C(=C/c1ccc(OC)cc1)NC(=O)c1ccco1	-17	-9	-13	-2[fluorescence artefact?]	8	-9	7	-11	1.7
O=C(Nc1cc(Sc2nc3ccccc3s2)cc([N+](=O)[O-])c1)c1ccccc1F	-14	3	-17[20 µM]	-6[fluorescence artefact?]	1	3	4	-12	-0.85
Cc1ccc(-c2csc3nc(C)n(N)c(=O)c23)o1	6	2	-21[20 µM]	-1	5	-6	-2	-3	-0.033
O=C(NC1CCN(Cc2ccccc2)C1)c1cc(COc2ccc(F)cc2F)on1 (stereo not drawn)	-4	-3	-29	-6	-1	·	·	-2	·
O=C(c1ccc([N+](=O)[O-])cc1)N1CCOC12CCN(c1ncc(C(F)(F)F)cc1Cl)CC2	-10	-2	-15[20 µM]	-5	-2[fluorescence artefact?]	-8	1	-9	-0.21
CCCNC(=O)COC(=O)c1ccc(S(=O)(=O)N2CCCC2)cc1	-28	1	-22	3	2	14	-3	5	0.65
COc1ccc(Cl)cc1NC(=S)N1CCN(C(=O)c2ccco2)CC1	-2	-2	-29	-6	-2[fluorescence artefact?]	-6	-1	-8	0.16

Taken from the listing (11 entries):
SMILES	EBV gp42 inh	thrombin 1536	Furin inh	14-3-3 Bad inh	eIF4E 4G PPI	KLK5 inh	Rad51 HR inh	p47phox inh	KCC2 mod
CC(C)C(c1nnnn1C1CCCCC1)N1CCc2ccccc2C1 (stereo not drawn)	-30	1	-16[20 µM]	-8[fluorescence artefact?]	4	-4	3	-9	·
COc1cccc(C(c2sc3ncnn3c2O)N2CCN(C(=O)c3ccco3)CC2)c1 (stereo not drawn)	-20	0	-21	9	2	0	-6	-11	1.4
CC(C)CCSc1nc2[nH]ncc2c(=O)[nH]1	10	-10	-23	-1	-4	-9	12	-3	-0.054
COC(=O)C1CCN(Cc2cn(Cc3ccccc3)nc2-c2cc3ccccc3o2)CC1	10	-11	-18	12	-2	-1	-1	-26	0.35
COC(=O)/C(=C/c1ccc(OC)cc1)NC(=O)c1ccco1	-17	-9	-13	-2[fluorescence artefact?]	8	-9	7	-11	1.7
O=C(Nc1cc(Sc2nc3ccccc3s2)cc([N+](=O)[O-])c1)c1ccccc1F	-14	3	-17[20 µM]	-6[fluorescence artefact?]	1	3	4	-12	-0.85
Cc1ccc(-c2csc3nc(C)n(N)c(=O)c23)o1	6	2	-21[20 µM]	-1	5	-6	-2	-3	-0.033
O=C(NC1CCN(Cc2ccccc2)C1)c1cc(COc2ccc(F)cc2F)on1 (stereo not drawn)	-4	-3	-29	-6	-1	·	·	-2	·
O=C(c1ccc([N+](=O)[O-])cc1)N1CCOC12CCN(c1ncc(C(F)(F)F)cc1Cl)CC2	-10	-2	-15[20 µM]	-5	-2[fluorescence artefact?]	-8	1	-9	-0.21
CCCNC(=O)COC(=O)c1ccc(S(=O)(=O)N2CCCC2)cc1	-28	1	-22	3	2	14	-3	5	0.65
COc1ccc(Cl)cc1NC(=S)N1CCN(C(=O)c2ccco2)CC1	-2	-2	-29	-6	-2[fluorescence artefact?]	-6	-1	-8	0.16

Further records follow:
SMILES	EBV gp42 inh	thrombin 1536	Furin inh	14-3-3 Bad inh	eIF4E 4G PPI	KLK5 inh	Rad51 HR inh	p47phox inh	KCC2 mod
COC(=O)CSc1nc(NCc2ccccc2)nc(N(C)C)n1	2	-1	-17	-7	1	-17	-1	-8	-0.3
Cn1c(NCc2ccco2)nc2ccccc21	-10	-6	-5[20 µM]	2	0	-5	10	-14	0.34
CC(NC(=O)Nc1ccccc1)C(c1cccs1)N1CCN(C)CC1 (stereo not drawn)	-1	-1	-5	6[fluorescence artefact?]	-3[fluorescence artefact?]	-3	-3	-1	-0.13
CCOC(=O)c1c(-c2cccc([N+](=O)[O-])c2)csc1NC(=O)C1CC1	-14	3	-8[20 µM]	3	2	-1	·	-7	·
CCOC(=O)c1cc(C(=O)NC(C)c2ccccc2)c(C)[nH]c1=O (stereo not drawn)	2	-7	-10	2	1	5	3	-3	0.13
O=C(CN1CCN(c2ccc(C(F)(F)F)cn2)CC1)NCc1ccc2c(c1)OCO2	-5	8	-3	9	4	8	-10	-14	0.65
COc1ccc(C(=O)Nn2c(CCC(=O)O)ccc2-c2ccc(C)cc2)cc1OC	-18	0	-26	-7	0	2	16	-9	0.014
Cc1cccc(CN2CCC(CNC(=O)CSc3cc(=O)n(C)c4cc(Cl)ccc34)CC2)c1	0	3	-19	5	0	2	34	3	0.79
O=C(NCCNC(=O)c1cc(OCC(F)(F)F)ccc1OCC(F)(F)F)Nc1cccc(C(F)(F)F)c1	-13	-24	-12	2	2	-3	-4	-11	-0.92
COc1ccc(NC(=O)COc2ccc(CNCCCN3CCOCC3)cc2OC)cc1	-11	2	-17[20 µM]	32	5[fluorescence artefact?]	-11	-1	-5	-0.1
O=C(CN1C(=O)NC(c2ccccc2)(c2ccccc2)C1=O)Nc1cccnc1Cl	-1	-2	-11	4	0	-1	-17	-7	-0.17
COC(=O)c1cccc(-n2nnnc2SCC(=O)Nc2nc3c(s2)CCCC3)c1	-11	0	1	-2	3	2	-2	-83	-2
CC[C@H](C)[C@@H](NC(=O)O[C@@H]1C(=O)c2cc(Br)ccc2O[C@H]1c1ccc2c(c1)OCO2)C(=O)OC	7	0	-16	-2	-4[fluorescence artefact?]	-4	-10	-2	1.3
Cc1ccc(S(=O)(=O)N(C)CC(=O)NCc2ccncc2)cc1	-27	1	-27[20 µM]	-9	-3	-2	-10	-8	·
Cc1cc(C)n(C(=O)c2cc3ccccc3c(=O)o2)n1	-8	-2	-17	11	5	-8	8	-4	0.014
O=C(N1CCCCC1)N1CCN(C(=O)N2CCCCC2)CC1	4	-3	-29	-6	0	-22	6	-9	0.087
CCCc1nc2c(sc3nc4c(cc32)COC(C)(C)C4)c(=O)n1CCN(C)C	-12	-1	-23	-2	2	-1	·	-8	-0.082
COc1ccc(-c2cc(-c3nnc(COC(=O)c4ccncc4)o3)c3ccccc3n2)cc1OC	-9	-8	-7	-25	-2	1	10	-63	-0.61
CCO[C@H]1OC(C(=O)Nc2ccccc2)=C[C@@H](c2cn(C(C)=O)c3ccccc23)[C@@H]1CCCO	3	2	-17	-2	-2	2	-9	-1	-2.1
COc1ccc2c(c1)c(CC(=O)Nc1nnc(C3CC3)s1)c(C)n2C(=O)c1ccc(Cl)cc1	-22	-3	-23	9	-9	2	-8	-62	-2.7
CC1CCc2c(sc(NC(=O)Cn3cnc([N+](=O)[O-])n3)c2C(N)=O)C1 (stereo not drawn)	-4	-11	-16	-2	2	-1	-1	0	0.76
O=C(c1ccc(CS(=O)(=O)c2ccc(Br)cc2)o1)N1CCN(c2ncccn2)CC1	-7	-8	-24	-1	0	-34	3	-15	·
CCC1Oc2ccc(C)cc2N(CC(=O)N(Cc2ccc3c(c2)OCO3)CC2CCCO2)C1=O (stereo not drawn)	-8	0	-14	-7	-3	-3	6	-12	-1
CCOC(=O)N1CCN(c2c(Nc3ccc4c(c3)OCCO4)c(=O)c2=O)CC1	-2	-6	-15	-2	-4	19	0	6	0.0098
CC(C)C(c1nnnn1C1CCCC1)N1CCCc2ccccc21 (stereo not drawn)	-19	-2	6[20 µM]	13	3	-7	-4	-8	-0.24
CN1CCN(/N=C/c2ccc(N(c3ccccc3)c3ccccc3)cc2)CC1	10	-3	-6	2	3	-2	-8	46*	-0.28
Cc1ccc(C)c(C(=O)COc2ccccc2[N+](=O)[O-])c1	6	-9	-19	3[fluorescence artefact?]	-5	-16	29	0	-1.3
